RAM network inh – yeast RAM network inhibition; S. cerevisiae dse1pr::URA3 reporter, 5-FOA growth OD615, 2 d; analog-sensitive cbk1-as2 kinase mutant strain; inhibition, % at 50 µM; actives 1.8% (n = 190,000);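 active = inhibition above a set limit, 3 SD over mean compound inhibition, cut at about 8.4% in these data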;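 note: 0% = DMSO-only wells with no growth and 100% = 10 µM 1-NA-PP1 full growth; inhibition rescues growth on 5-FOA so higher OD means more RAM inhibition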
Hsp70 act – Hsp70 transcriptional activation, primary screen; actives 0.04% (n = 200,000); activation, % at 10 µM; AID 1203; HeLa Hsp70 promoter luciferase reporter, luminescence; scaled: vehicle 0, proteasome-inhibitor control 100%;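 active = activation above the mean across all tested compounds plus 3 SD, cutoff set per campaign, cut at about 5.5% in these data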;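 note: 100% = MG132 at 30 µM as the positive control and 0% = DMSO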
DTT redox prof – compounds producing H2O2 with reducing agent – biochemical, NIH compound library profiling, artefact control for MLSCN library redox annotation, primary screen; DTT-dependent redox cycling H2O2, phenol red/HRP absorbance; 100% = 100 µM peroxide control, 0% = buffer; activation, % at 10 µM; actives 0.03% (n = 200,000);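 active = activation of at least 50% relative to the plate's high and low controls in the primary single-dose screen; inactive = activation below 50%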;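 note: compound incubated with DTT at 0.8 mM final as the reducing agent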
TNAP inh hi DEA – inhibitors of human TNAP at high phosphate acceptor concentration; P05186; purified TNAP, CDP-star luminescence, 1 M DEA; inhibition, % at 20 µM; actives 0.03% (n = 200,000);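 active = over 50% inhibition of tissue-nonspecific alkaline phosphatase at 20 µM in the single-dose screen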;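 note: plate controls were DMSO wells for no effect and EDTA-quenched wells as full inhibition for full effect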
Target sequence (P05186 whole entry, looked up): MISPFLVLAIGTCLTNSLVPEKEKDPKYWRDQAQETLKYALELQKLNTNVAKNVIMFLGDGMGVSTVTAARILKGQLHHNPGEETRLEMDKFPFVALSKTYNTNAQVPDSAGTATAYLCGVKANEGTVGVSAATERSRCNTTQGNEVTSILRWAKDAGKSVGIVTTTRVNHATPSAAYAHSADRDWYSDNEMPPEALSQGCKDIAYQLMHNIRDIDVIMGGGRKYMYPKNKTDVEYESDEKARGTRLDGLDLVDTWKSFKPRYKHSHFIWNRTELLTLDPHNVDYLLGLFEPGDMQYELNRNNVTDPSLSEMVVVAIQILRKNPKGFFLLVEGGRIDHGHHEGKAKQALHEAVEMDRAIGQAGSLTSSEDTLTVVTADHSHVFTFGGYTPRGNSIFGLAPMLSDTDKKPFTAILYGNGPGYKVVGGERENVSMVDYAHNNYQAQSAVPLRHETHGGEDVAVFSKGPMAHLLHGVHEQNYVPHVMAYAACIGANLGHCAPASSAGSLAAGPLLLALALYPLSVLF
PMI act – phosphomannose isomerase (human) activation | AID 1214 | P34949 | purified human PMI, coupled resazurin fluorescence, 20 min; active compounds read high; 1 = vehicle control, 0 substrate-free wells | activation factor at 20 µM | actives 0.005% (n = 190,000);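 active = activation factor of 2 or more at 20 µM, relative to plate controls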
Target sequence (P34949 whole entry, looked up): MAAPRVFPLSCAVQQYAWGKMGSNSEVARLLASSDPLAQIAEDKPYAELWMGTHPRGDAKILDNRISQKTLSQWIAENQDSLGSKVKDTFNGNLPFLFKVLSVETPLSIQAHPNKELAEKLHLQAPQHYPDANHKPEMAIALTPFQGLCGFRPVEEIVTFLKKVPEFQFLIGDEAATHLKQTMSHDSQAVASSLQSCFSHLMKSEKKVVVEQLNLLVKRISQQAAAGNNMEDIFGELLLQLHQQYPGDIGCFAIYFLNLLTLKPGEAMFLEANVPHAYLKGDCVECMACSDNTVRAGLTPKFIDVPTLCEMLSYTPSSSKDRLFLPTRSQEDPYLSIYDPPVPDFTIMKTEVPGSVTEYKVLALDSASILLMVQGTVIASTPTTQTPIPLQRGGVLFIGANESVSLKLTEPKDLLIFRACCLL
L major viab – Leishmania major promastigote growth inhibition | Leishmania major promastigotes, resazurin fluorescence viability | actives 9% (n = 200,000) | inhibition, % at 10 µM; in the data active = inhibition above about 50%;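 note: promastigotes grown with compound for 44 hours at 28 °C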
HMGR II inh – inhibitors of class II HMG-CoA reductase from Enterococcus faecalis | purified E. faecalis HMGR, NADPH absorbance 340 nm kinetic | inhibition, % at 10 µM | actives 0.41% (n = 190,000) | AID 1066;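 active = inhibition above a set limit, the median over all tested compounds plus 3 SD, cut at about 9.5% in these data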;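 note: enzyme runs in reverse so mevalonate oxidation gives rising NADPH absorbance; 0% = complete reaction with DMSO and 100% = background rate lacking mevalonate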
TNAP inh no acc – TNAP (human) inhibition, acceptor-free conditions; purified TNAP, CDP-star luminescence, 30 min; AID 1012; actives 0.26% (n = 200,000); P05186; inhibition, % at 20 µM;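 active = tissue-nonspecific alkaline phosphatase inhibition above about 50% at 20 µM in the single-dose screen, limit read from the data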;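 note: 0% = DMSO negative control and 100% = EDTA positive control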
PMI act satM6P – PMI (human) activation, high substrate; P34949; coupled PMI enzyme assay, resazurin fluorescence, 20 min; active compounds read high; 1 = untreated enzyme, 0 = substrate-free blank; activation factor at 20 µM; actives 0.34% (n = 190,000);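 active = activation factor of 2 or more at 20 µM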
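Test system: human PMI in coupled enzyme assay; Input: PMI at 15 ng/mL final; Medium: HEPES buffer, pH 7.4; Schedule: 20 min incubation at room temperature; Technique: resorufin fluorescence at Ex 544/Em 590 nm; Compound: 20 µM single dose; Probe or stimulus: Near-saturating mannose-6-phosphate, 1.0 mM.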
S1P3 antagonist – S1P3 (human) receptor antagonism | actives 0.27% (n = 170,000) | Q99500 | CHO S1P3 NFAT-BLA reporter, FRET fluorescence, antagonist mode | inhibition, % at 4.98 µM | AID 485;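 active = inhibition above the plate cutoff, the mean inhibition of test wells on that plate plus 3 SD, cut at about 28% in these data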;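 note: cells challenged with S1P at its EC80 of 0.8 µM; blue over green emission ratio from cleaved BLA substrate after 4 h stimulation; 0% = S1P-stimulated wells and 100% = unstimulated DMSO-only wells; some compounds past the cut are filed as inactive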
* marks the source's active call; other numbers are inactive results; · = not tested or not shown.

SMILES	RAM network inh	Hsp70 act	DTT redox prof	TNAP inh hi DEA	PMI act	L major viab	HMGR II inh	TNAP inh no acc	PMI act satM6P	S1P3 antagonist
O=C(Nc1ccccc1F)C(=Cc1sc(N2CCOCC2)nc1-c1ccccc1)C(=O)Nc1ccccc1F	2.4	0.0	0.7	13	0.9	53*	-1	8	0.9	4
N=c1c(S(=O)(=O)c2ccc(Cl)cc2)cc2c(=O)n3ccccc3nc2n1CCN1CCOCC1	1.2	-0.3	-0.4	-6	0.9	-9	-2	-10	0.9	-25
C=CCNC(=O)CCCOc1ccc(C)cc1	1.6	-0.2	0.2	-3	0.9	-7	3	-1	0.9	·
CCCCCCn1c(=O)c(-c2nc3ccccc3c(=O)[nH]2)c(O)c2ccccc21	·	·	·	-5	1.1	·	·	-6	1.1	-54
O=C(CCl)Nc1cccn2ncnc12	0.7	0.5	0.2	-4	1	25	-3	-8	1.1	·
Cn1c(=O)c2c(SCc3ccccn3)nc(CC(C)(C)C)nc2n(C)c1=O	4.0	0.3	-0.8	1	0.8	25	1	-12	0.9	·
Cc1ccc2nc(C)c(C(=O)N/N=C/c3cccc([N+](=O)[O-])c3)cc2c1	1.7	-0.2	0.0	-1	1	40	4	-8	0.9	-13
CC/C(O)=C(\C#N)c1nnc2n1CCCCC2	-0.1	0.1	0.2	-5	1	-5	-3	14	1	·
CCOc1cc(NC2CS(=O)(=O)CC2O)c(OCC)cc1NC(=O)c1ccccc1 (centres undefined)	1.4	0.5	-4.5	-4	0.8	35	-5	2	0.5	17
N#C/C(=C\c1cn(CCOc2ccccc2)c2ccccc12)C(=O)NCc1ccco1	4.4	-0.4	3.3	-3	1.1	-1	1	-6	1	·
CCOC(=O)CN1C(=O)C(Sc2n[nH]c(-c3ccccc3)n2)CCc2ccccc21 (centres undefined)	0.1	-0.3	0.6	-6	0.9	16	0	15	1	·
C=CCN(c1cccc(C(F)(F)F)c1)S(=O)(=O)c1cccc(C(=O)OCC(=O)NCCC)c1	7.7	-0.2	0.0	0	0.8	-1	-4	-13	0.8	8
CCC(CC)C(=O)NCCc1ccc(OC)cc1	0.7	-0.4	0.1	-4	1	-5	-3	-10	1	·
COC(=O)C1=C(N)N(c2ccccc2C(F)(F)F)C2=C(C(=O)CCC2)C1c1ccc2c(c1)OCO2 (centres undefined)	5.9	-0.1	-2.7	-8	1	21	-4	-13	0.9	·
COC(=O)c1ccc(OC(=O)c2ccccn2)cc1	0.9	0.0	-0.4	-5	1.1	10	-3	-6	1.1	-30
CCOc1ccc(-c2nc(CSc3nncs3)cs2)cc1OC	3.1	-0.2	0.2	-6	1	8	-3	-12	1	·
C/C(=N\NC(=O)c1c(Cl)cnn1C)c1cccc(NC(=O)COc2ccccc2)c1	0.5	0.0	-4.9	2	0.9	7	4	-8	0.9	·
COc1ccc(NCc2nnc(SCC(=O)Nc3nc(-c4ccccc4)cs3)n2-c2ccccc2)cc1	3.5	-0.3	0.4	3	1	24	-13	1	0.9	12
CCOC(=O)c1c(NC(=O)Nc2cccc(Cl)c2)sc(C)c1C	3.1	-0.5	0.2	-4	1	17	0	-9	1	·
Cc1ccc2nc(NC(=O)CCn3c(=O)sc4ccccc43)sc2c1	2.3	0.2	-2.1	0	0.9	-9	-8	2	0.9	·
O=[n+]1cc(-c2cccc3ccccc23)n([O-])c2c1CCC2	2.0	-0.3	0.2	-7	1.1	-2	-1	-2	1.2	·
COc1ccc(NC(=O)[C@@H](NC(=O)c2ccccc2F)C(C)C)cc1S(=O)(=O)N1CCOCC1	2.0	-0.1	-0.1	-5	1	-2	1	-13	1	-7
COc1ccc(N2C(=O)CC(N3CCN(S(=O)(=O)c4cc(C)ccc4C)CC3)C2=O)cc1 (centres undefined)	2.3	-0.3	0.1	-4	0.9	-5	4	-12	1	-16
O=C1OC(c2ccccc2)c2ccccc21 (centres undefined)	0.7	-0.1	-0.2	1	1	-6	-3	-5	1	-20
CCNC(=S)N=Nc1c(O)n(Cc2ccc(Cl)cc2)c2ccccc12	5.2	-0.2	-0.5	7	0.9	9	-2	14	0.8	9
Cc1nn(-c2ccccc2)c(N)c1N=Nc1cccnc1	-0.2	0.4	0.5	4	1	20	0	-4	1	5
Oc1ccccc1C1=Nc2ncnn2C(c2ccccc2)C1 (centres undefined)	2.6	-0.5	-1.4	1	1.4	-4	1	-6	1.3	-5
COc1cc(NS(=O)(=O)c2ccc(Cl)cc2)c(C(=O)O)cc1OC	-0.9	-0.6	0.6	-3	1	-6	-1	-3	0.9	-14
C=CCn1c(SCC(=O)NC(=O)c2cccc([N+](=O)[O-])c2)nnc1-c1ccccc1	3.7	-0.2	0.0	-4	1	-4	0	-4	0.9	-9
COc1ccc(NC(=O)CN2CCCN(S(=O)(=O)c3ccc(F)cc3)CC2)c(OC)c1	1.9	0.1	-2.4	-4	1.1	7	2	-1	1.1	-11
CS(=O)(=O)N(Cc1ccccc1)c1ccc(C(=O)NC2CCCCC2O)cc1 (centres undefined)	3.9	-0.1	0.2	-1	0.9	-1	-2	-4	0.9	-61
COC(=O)CCC(=O)c1oc2ccc(OC)cc2c1N	-0.8	-0.2	-17	-2	1	-4	-2	-5	1.1	·
COc1ccccc1NS(=O)(=O)c1cc(C(=O)NCCC(C)C)ccc1F	-0.4	-0.3	-2.2	0	1.2	8	1	12	1.1	3
O=C1C2CCCN2C(c2cccc(F)c2)N1c1cccc(Cl)c1 (centres undefined)	-1.0	-0.4	-2.1	-11	1.1	-6	4	-14	1	68*
Cc1cccc(C)c1NS(=O)(=O)c1ccc2c(c1)C(=O)c1ccccc1C2=O	3.5	0.0	-0.4	1	1.1	5	6	-5	0.8	-12
O=C(COc1ccccc1)OCc1cc2ccccc2[nH]c1=O	2.7	-0.1	0.3	2	1.1	1	1	-3	1	-16

Copied from the list.
O=C(COc1ccccc1)OCc1cc2ccccc2[nH]c1=O | RAM network inh = 2.7
COc1cc(NS(=O)(=O)c2ccc(Cl)cc2)c(C(=O)O)cc1OC | DTT redox prof = 0.6

Later entries
SMILES	RAM network inh	Hsp70 act	DTT redox prof	TNAP inh hi DEA	PMI act	L major viab	HMGR II inh	TNAP inh no acc	PMI act satM6P	S1P3 antagonist
Cn1nc(C(F)(F)F)c(/C=N/OC(=O)c2ccccc2Cl)c1SCc1ccc(Cl)cc1	16*	-0.2	-4.4	-3	0.9	0	-1	-7	1	·
Cc1nnc(SCC(=O)NC2CCCCC2)s1	-0.5	0.0	-0.7	-1	1.1	1	-7	7	1.1	-5
Cc1occc1C(=O)Nc1cccnc1	1.1	-0.2	1.5	-8	1	0	1	-15	1	3
O=C(O)CSc1nccc2ccccc12	0.5	-0.2	-0.7	-7	0.9	-7	-3	-12	0.9	-1
Cc1ccc(S(=O)(=O)N2CCN(C3CCC(c4ccccc4)CC3)CC2)cc1 (centres undefined)	0.5	0.1	-0.5	-4	0.8	96*	-2	-10	0.8	·
COc1ccc(S(=O)(=O)N2CC(O)C[C@H]2C(=O)OCC(=O)N2CCCCCC2)cc1 (some centres undefined)	2.4	-0.5	-1.2	-2	1	-3	-3	-5	1	-2
Cc1ccc(SCC(=O)c2cc(C)c(OC(=S)N(C)C)c(C)c2)cc1	9.5*	0.6	0.0	-8	0.9	27	-3	-15	0.9	·
CC1(C)CC(=O)C2=C(C1)Oc1ncn(CCO)c(=N)c1C2c1ccccc1 (centres undefined)	0.0	0.3	-0.4	-2	1	1	-2	-8	1	2
CC(C)(C)n1nnnc1C(c1ccncc1)N1CCN(c2ccc(O)cc2)CC1 (centres undefined)	1.1	-0.1	-0.2	-3	0.6	9	-6	-6	0.7	·
FC(F)Oc1ccc(NC(=S)N2CCN(Cc3ccccc3)CC2)cc1	0.1	-0.1	0.1	-3	1	80*	3	-7	1	-18
Cn1cccc1CC(=O)NNC(=S)Nc1ccc(Cl)cc1	2.3	-0.3	-0.1	-1	1	-5	2	-108	1	-5
O=C(NCC(c1cccnc1)N1CCOCC1)C1CCCCC1 (centres undefined)	1.6	-0.4	1.9	-4	1.1	-6	-1	-12	1	·
OC1CCCN(C(=S)NCc2ccccc2)C1 (centres undefined)	-0.5	0.1	-0.3	-3	1	0	0	-2	1	-11
O=C(CS(=O)(=O)Cc1ccccc1)Nc1ccc(S(=O)(=O)N2CCOCC2)cc1	2.0	-0.3	0.3	-3	1	-4	-8	1	1	-4
COc1ccccc1NS(=O)(=O)c1ccc(NC(=O)CCNC(=O)c2ccco2)cc1	3.8	-0.3	-3.0	-4	1.1	3	-2	-9	1.1	-26
O=C(CN1CCN(Cc2ccccc2Cl)C1=O)NCC1CCCO1 (centres undefined)	2.2	·	-2.2	-10	1.1	-10	-5	2	1.1	-8
O=c1cc[nH]c2ccc([N+](=O)[O-])cc12	0.2	-0.2	-1.8	-3	1.1	14	-7	-10	1	-4
C=CCN1C(=O)N(/C=C/C)c2cccc3cccc1c23	2.4	-0.2	-1.4	-2	0.6	12	1	-9	0.6	-3
CCCCCCCCOC(=O)c1nc(Cl)c(Cl)c(N)c1Cl	5.2	0.0	-0.1	-1	0.9	-3	-8	-16	0.8	3
CC(C)N1CCC(=NNc2ccc(S(=O)(=O)N3CCOCC3)cc2[N+](=O)[O-])CC1	2.3	-0.4	0.1	10	0.9	99*	-5	2	1	3
CN(C)C(=O)c1ccc2c3c(cccc13)CC2	1.0	0.2	-2.4	1	1	-1	-1	4	1	-6

Some of the entries so far, with values under each structure.
Screens in order: RAM network inh, Hsp70 act, DTT redox prof, TNAP inh hi DEA, PMI act, L major viab, HMGR II inh, TNAP inh no acc, PMI act satM6P, S1P3 antagonist
O=C(CS(=O)(=O)Cc1ccccc1)Nc1ccc(S(=O)(=O)N2CCOCC2)cc1
→ 2.0, -0.3, 0.3, -3, 1, -4, -8, 1, 1, -4
CCCCCCCCOC(=O)c1nc(Cl)c(Cl)c(N)c1Cl
→ 5.2, 0.0, -0.1, -1, 0.9, -3, -8, -16, 0.8, 3
COc1ccccc1NS(=O)(=O)c1ccc(NC(=O)CCNC(=O)c2ccco2)cc1
→ 3.8, -0.3, -3.0, -4, 1.1, 3, -2, -9, 1.1, -26
CN(C)C(=O)c1ccc2c3c(cccc13)CC2
→ 1.0, 0.2, -2.4, 1, 1, -1, -1, 4, 1, -6

Screening data from PubChem.
